Screening data deposited in PubChem BioAssay by National Center for Advancing Translational Sciences (NCATS).
Nrf2 activator: activates Nrf2 signaling; Potency, µM (series often up to 46.1 µM), without a hit: at the top dose activation, usual class: activators; actives 0.31% (n = 410,000); AREc32 ARE-luciferase reporter (MCF7-derived line), luminescence, 24 h; AID 624171; note: % of control where 0% means no effect; nearly all actives have a fitted effect of over 65% in size
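Steps: seed AREc32_Fluc cells (1000/well, 5% FBS OPTI-MEM); incubate overnight at 37 deg C; add 23 nL compound; incubate 24 hr; add Steady-Glo; hold 30 min RT; read luminescence.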
Nrf2 block: Nrf2 pathway inhibition; A549 ARE-Fluc reporter, luciferase luminescence, 18-24 h; Potency, µM (doses to about 46 µM), for inactives: at the top dose activity change, negative = inhibition, most hits filed as inhibitors; actives 2.1% (n = 360,000); AID 504444; note: % is set by controls: 0 for no effect and ±100 for the full control effect; nearly all actives have a fitted effect of over 60% in size
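Reporter: ARE-Fluc in A549. Exposure: 18-24 h, 37 °C, 5% CO2, 5% FBS OPTI-MEM. Readouts: fluorescent cytotoxicity (CellTiter-Fluor), then luminescent Nrf2 signal after BugLite.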
ATXN2 expr inh: inhibitors of ATXN2 expression | HEK-293 ATXN2-luciferase reporter, luminescence, 24 h | actives 0.72% (n = 360,000) | Potency, µM (series often up to 57 µM), inactives show at the top dose activity change, negative = inhibition, usual class: inhibitors | AID 1745845; note: % is set by controls: 0 for no effect and ±100 for the full control effect; nearly all actives have a fitted effect of over 55% in size
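ATXN2-luciferase reporter cells (luciferase flanked by upstream and downstream ATXN2 gene portions) were treated 24 h at 37 °C with compounds at up to 57 uM. SteadyGlo luminescence gave expression; GF-AFC fluorescence gave viability.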
MCF10A rerep: DNA re-replication induction in MCF 10a cells | actives 2.9% (n = 350,000) | MCF 10A DNA re-replication, Hoechst nuclear intensity, 48 h | Potency, µM (top dose mostly 46.1 µM), for the others: at the highest dose activity, positive = re-replication, usual class: activators | AID 624296; note: % of control where 0% means no effect; nearly all actives have a fitted effect of over 50% in size
A549 tox: kills or reduces viability of A549 cells in Nrf2 counter-screen | actives 0.16% (n = 390,000) | Potency, µM (doses to about 46 µM), inactives show top-dose activity change, negative = cytotoxicity, usual class: inhibitors | A549 ARE-Fluc cells, CellTiter-Fluor viability, 18-24 h | AID 504648; note: % is set by controls: 0 for no effect and ±100 for the full control effect
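A549 ARE-Fluc cells in 5% FBS OPTI-MEM, 5000 cells/well, rested 2 h then exposed to compounds in concentration-response for 18-24 h at 37 °C. Viability by CellTiter-Fluor fluorescence (Ex 405/Em 525) after 30 min; luciferase luminescence (BugLite, 15 min, RT) read afterwards.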
ATXN viability: cell viability loss in ATXN counter-screen. S2 cells (HEK-293 line with an ATXN2-luciferase reporter) viability, CellTiter-Fluor protease fluorescence, 24 h. actives 0.49% (n = 400,000). Potency, µM (top dose mostly 56.7 µM), actives largely listed as cytotoxic; note: nearly all actives have a fitted effect of over 40% in size
HepG2 tox: counter-screen for TGF-b inhibitors: cytotoxicity in HepG2 cells | AID 588856 | actives 0.76% (n = 410,000) | HepG2 CAGA-GFP viability, ATP luminescence, 18 h | Potency, µM (series often up to 46.1 µM), inactives show at the top dose activity change, negative = cytotoxicity, actives largely listed as cytotoxic; note: some results filed as inactive show a strong effect at the top dose
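HepG2 CAGA-GFP cells (1000/well, DMEM with 1% FBS) received compound, then TGF-beta at 500 pg/mL final, and were incubated 18 hours at 37 degrees C. Viability was read by CellTiter-Glo luminescence. Media-only wells were set as complete cell-killing and DMSO as no toxicity.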
EPAC2 antag: blocks human EPAC2 exchange factor; Potency, µM (top dose mostly 114 µM), for the others: top-dose activity, negative = inhibition, most hits filed as inhibitors; actives 0.18% (n = 360,000); EPAC2 GEF exchange of Rap1B-BODIPY-GDP, fluorescence; Q8WZA2; note: % is set by controls: 0 for no effect and ±100 for the full control effect; nearly all actives have a fitted effect of over 45% in size; many of its hits are not listed in these tables
Target sequence (Q8WZA2 whole entry, looked up): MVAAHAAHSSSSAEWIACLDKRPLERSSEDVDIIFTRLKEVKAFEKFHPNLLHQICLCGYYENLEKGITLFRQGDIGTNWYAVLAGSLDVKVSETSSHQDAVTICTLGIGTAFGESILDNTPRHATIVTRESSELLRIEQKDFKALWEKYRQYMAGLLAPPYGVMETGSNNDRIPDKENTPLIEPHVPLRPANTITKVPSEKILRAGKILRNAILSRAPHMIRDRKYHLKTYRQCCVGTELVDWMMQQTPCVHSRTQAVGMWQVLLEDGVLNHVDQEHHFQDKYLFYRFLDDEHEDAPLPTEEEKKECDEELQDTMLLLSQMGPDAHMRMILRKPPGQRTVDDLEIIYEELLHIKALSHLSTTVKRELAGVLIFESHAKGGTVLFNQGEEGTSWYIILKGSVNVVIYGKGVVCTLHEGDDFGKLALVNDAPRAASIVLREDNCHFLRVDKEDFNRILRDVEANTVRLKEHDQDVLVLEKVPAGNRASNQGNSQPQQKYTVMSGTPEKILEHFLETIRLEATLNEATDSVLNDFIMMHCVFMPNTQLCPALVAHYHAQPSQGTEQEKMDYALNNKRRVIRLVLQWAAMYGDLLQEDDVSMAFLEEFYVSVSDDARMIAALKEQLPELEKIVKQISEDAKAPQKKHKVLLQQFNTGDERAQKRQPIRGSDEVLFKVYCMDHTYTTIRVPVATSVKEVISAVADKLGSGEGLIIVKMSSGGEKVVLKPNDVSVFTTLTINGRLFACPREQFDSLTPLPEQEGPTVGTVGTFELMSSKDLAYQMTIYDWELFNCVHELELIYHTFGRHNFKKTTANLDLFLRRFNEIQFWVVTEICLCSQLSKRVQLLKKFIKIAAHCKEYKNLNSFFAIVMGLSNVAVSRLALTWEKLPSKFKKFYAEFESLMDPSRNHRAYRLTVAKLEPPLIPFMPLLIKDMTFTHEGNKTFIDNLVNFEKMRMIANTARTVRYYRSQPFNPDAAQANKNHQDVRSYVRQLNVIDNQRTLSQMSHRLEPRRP
TGFb inhibitor: blocks TGF-b signaling; HepG2 CAGA-GFP TGF-b/SMAD3 reporter, GFP fluorescence, 18 h; TGF-beta stimulated, 500 pg/mL final; Potency, µM (top dose mostly 46.1 µM), for inactives: top-dose activity, negative = inhibition, usual class: inhibitors; actives 1.2% (n = 410,000); AID 588855; note: % is set by controls: 0 for no effect and ±100 for the full control effect; nearly all actives have a fitted effect of over 65% in size
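HEPG2 CAGA-GFP reporter cells (1000/well, DMEM with 1% FBS) received compounds, then recombinant TGF-beta at 500 pg/mL final for 18 hours at 37 degrees C. Per-cell GFP summed per well was normalised to unstimulated and stimulated DMSO controls before curve fitting.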
* = called active by the depositor; i = inactive; ? = inconclusive; . = no result given; [ ] = another dose, or the depositor's remark. Calls come from the whole dose curve; as a rule, active = well fitted curve in the direction sought with a large enough effect; inconclusive = small, poorly fitted or top-dose-only effect, or another doubt; inactive = no such curve, though single readings can be large; an effect the other way counts as inactive or inconclusive. Potency is the fitted concentration of half-maximal effect.

The opening 4 entries, to show the layout:
SMILES	Nrf2 activator	Nrf2 block	ATXN2 expr inh	MCF10A rerep	A549 tox	ATXN viability	HepG2 tox	EPAC2 antag	TGFb inhibitor
O=c1ccc2cc(S(=O)(=O)Nc3ccc(F)cc3)ccc2o1	3.0%	?	-4%	3%	-15%	i	1%	0%	8%
CC(=O)c1ccc(OCC(O)CN2CCN(c3ccccn3)CC2)cc1 (configuration not stated)	8.2%	15%	2%	-1%	12%	i	5%	9%	1%
C=CCn1c2c(c3ccccc31)CCC2	-0.2%	.	14%	.	.	i	3%	-26%	-5%
Cc1ccc(S(=O)(=O)N(C)CC(=O)NCC(c2ccc(F)cc2)N2CCOCC2)cc1 (configuration not stated)	-1.1%	-6%	-18%	-2%	-5%	.	-11%	4%	-8%

All compounds of this part, from the start:
SMILES	Nrf2 activator	Nrf2 block	ATXN2 expr inh	MCF10A rerep	A549 tox	ATXN viability	HepG2 tox	EPAC2 antag	TGFb inhibitor
O=c1ccc2cc(S(=O)(=O)Nc3ccc(F)cc3)ccc2o1	3.0%	?	-4%	3%	-15%	i	1%	0%	8%
CC(=O)c1ccc(OCC(O)CN2CCN(c3ccccn3)CC2)cc1 (configuration not stated)	8.2%	15%	2%	-1%	12%	i	5%	9%	1%
C=CCn1c2c(c3ccccc31)CCC2	-0.2%	.	14%	.	.	i	3%	-26%	-5%
Cc1ccc(S(=O)(=O)N(C)CC(=O)NCC(c2ccc(F)cc2)N2CCOCC2)cc1 (configuration not stated)	-1.1%	-6%	-18%	-2%	-5%	.	-11%	4%	-8%
O=C(Nc1ccc(N2CCOCC2)cc1)c1cnsn1	-3.3%	?	.	-2%	9%	i	-13%	-5%	12%
COc1ccc(CN(C(=O)CCC(=O)Nc2cc(C)on2)C(C(=O)NC(C)(C)C)c2cccc(OC)c2OC)cc1 (configuration not stated)	-0.8%	?	-11%	8%	-3%	i	-4%	-3%	8%
O=C1Cc2ccccc2Sc2c(OCCN3CCCCC3)cccc21	0.3%	-3%	-19%	?	-16%	?	-22%	-4%	1%
CC(/C=N/NC(=O)CSc1nc(C)cc(C)n1)=C\c1ccccc1	0.7%	-28%	-13%	9%	1%	i	-1%	-5%	65%[activator]
CCN(CC)CCN(C(=O)c1ccc2c(c1)CCCC2)c1nc2ccc(OC)cc2s1	0.2%	7%	-24%	?	-6%	i	-42%	-3%	?
Cc1nn2c(-c3ccco3)ccnc2c1-c1ccc(F)cc1	14%	?	8%	.	2%	i	7%	.	34%[activator]
COC(=O)c1cnc(N2CCOCC2)nc1C(F)(F)F	0.0%	5%	-11%	-1%	1%	i	16%	0%	1%
CC(=O)N=c1sccn1CC(O)c1ccccc1 (configuration not stated)	-0.5%	-13%	5%	11%	-1%	i	2%	2%	-1%
Cc1ccc(S(=O)(=O)N(C)c2ccc(C)c([N+](=O)[O-])c2)cc1	0.4%	-15%	-10%	14%	14%	i	-23%	-12%	-19%
COc1ccc(Br)cc1CN(C)C(=O)Cc1ccc(OC)c(S(=O)(=O)N2CCOCC2)c1	-0.4%	8.2µM*	.	1%	11%	i	1%	5%	13%
c1ccc2c(-c3nc(-c4ccncc4)no3)cccc2c1	25%	?	63%[activator]	?	19%	i	-11%	-3%	-23%
CC(C)CCn1c(C(C)O)nc2ccccc21 (configuration not stated)	0.3%	8%	4%	-2%	-5%	i	-1%	1%	-15%
CC1CCN(C(=O)Cn2c(SCC(=O)Nc3nccs3)nc3ccccc32)CC1	-0.9%	.	-12%	16%	-12%	i	-5%	4%	2%
COc1cc(/C=C/C(=O)OCC(=O)c2ccc[nH]2)ccc1O	5.4%	.	.	.	.	i	-13%	-3%	5%
FC(F)(F)c1ccccc1Cc1c(-c2ccco2)nc2ccc(Br)cn12	?	.	?	.	.	?	-95%	-14%	?
O=S(=O)(c1ccc(F)c(F)c1)N1CCCCCCC1	-0.7%	.	.	.	.	i	-2%	-4%	-1%
COc1cc(OC)cc(C(=O)NNC(=O)c2ccccn2)c1	?	8.2µM*	?	?	?	i	-26%	-7%	-31%
COCCNC(=S)N/N=C/c1ccc(OCc2ccc(C(=O)OC)cc2)cc1	-0.3%	1%	-1%	7%	0%	i	-16%	-2%	-5%
CCOc1ccccc1NC(=O)Nc1ccon1	1.7%	?	-7%	?	7%	i	-3%	12%	-16%
COc1ccc(-c2cc3c(=O)n(CC(=O)NCc4ccccc4F)ncn3n2)cc1	-1.0%	-2%	4%	-3%	-10%	i	-11%	2%	-4%
CCN(CC)C(=O)c1c([N+](=O)[O-])c(C(C)(C)C)nn1C	-0.3%	1%	-17%	-4%	-5%	i	-7%	16%	-20%
Cc1ccccc1-c1nc2cc(NC(=O)Cc3ccc(Cl)cc3)ccc2o1	0.7%	?	2%	.	2%	i	-30%	.	4%
C[C@H](CO)N1C[C@H](C)[C@H](CN(C)S(=O)(=O)c2ccc(F)cc2)OCc2cnnn2CCCC1=O	-0.5%	.	-2%	.	.	?	5%	-7%	25%
Cc1cc(C)c(C)c(S(=O)(=O)NCC(=O)NCc2ccco2)c1C	5.1%	-8%	4%	-3%	?	i	6%	12%	13%
O=C(NCC1CCCN(C(=O)c2cscn2)C1)c1ccc(-c2ccccc2)cc1 (configuration not stated)	1.9%	?	-19%	1%	1%	i	-7%	-6%	-20%
NS(=O)(=O)c1ccc(CCNC(=O)CSc2nc3ccsc3c(=O)n2CCCCCC(=O)O)cc1	-0.6%	1%	4%	-2%	4%	i	-11%	-8%	2%
CC(C)c1ccc(S(=O)(=O)N2CCN(C(=O)CCNC(=O)Nc3ccccc3)CC2)cc1	-0.4%	-8%	-8%	?	2%	i	-18%	-22%	-18%
COc1ccccc1N1Cc2ccccc2C1	2.7%	-17%	-14%	13%	-6%	i	-52%	-9%	0%
Cc1ccc2[nH]c(=O)c(CN(Cc3cccnc3)Cc3nnnn3CCN3CCOCC3)cc2c1	-0.9%	-3%	1%	-7%	-8%	i	-24%	1%	-1%
O=C(N/N=C/c1ccc(Br)cc1)c1ccc(NC(=O)c2ccccc2)cc1	0.0%	10%	.	-1%	7%	i	15%	-11%	18%
Cc1ccc(-c2ccc(=O)n(CC(=O)N3CCN(c4cc(Cl)ccc4C)CC3)n2)cc1	-1.3%	.	-32%	3%	?	i	-2%	-8%	-10%
Cc1ccc(CSc2[nH]c(=O)ncc2C)cc1	0.3%	9%	.	5%	16%	i	-10%	-4%	3%
O=C(NCC1CCCO1)c1c[nH]c2ccc(S(=O)(=O)Nc3ccc(F)cc3F)cc2c1=O (configuration not stated)	-0.8%	-8%	2%	.	-2%	i	8%	.	-10%
CCC(=O)Nc1ccc(N/C(N)=N/c2nc(C)cc(C)n2)cc1	3.5%	?	.	?	-14%	i	-27%	-1%	?
CC(C)C(NS(=O)(=O)/C=C/c1ccccc1)C(=O)NCc1ccc(F)cc1 (configuration not stated)	2.7%	?	-21%	21%	8%	i	-3%	-3%	1%
Cc1nc(N)sc1-c1csc(NCc2ccccc2)n1	0.5%	-27%	6%	23%	-14%	i	-43%	-2%	-1%
O=C(COC(=O)c1ccccc1O)Nc1ccc2ccccc2c1	2.7%	2%	19%	-3%	0%	i	-14%	-7%	-9%
COC(=O)c1ccc(CSc2nc3ccccc3c(=O)n2-c2cccc(OC)c2)o1	3.7%	?	-10%	12%	-7%	i	10%	0%	-3%
CCCCOC(=O)Cn1c(=O)c2c(nc(Br)n2Cc2ccccc2)n(C)c1=O	-0.2%	-16%	-12%	22%	-12%	i	-40%	-14%	1%
CC(C(=O)O)n1c2ccccc2c2cn[nH]c(=O)c21 (configuration not stated)	-0.6%	4%	-3%	-2%	0%	i	3%	5%	1%
N#CC1=C(N)Oc2c(sc3ccccc23)C1c1ccco1 (configuration not stated)	3.2µM*	.	-8%	?	?	?	-82%	11%	76%[activator]
Cc1nnsc1C(=O)NNc1ccc(Cl)cc1	-0.5%	10%	.	-3%	-3%	.	13%	6%	-7%
CC1CSc2n(-c3cccc(C(F)(F)F)c3)cc(-c3ccccc3)[n+]21 (configuration not stated)	2.6%	-4%	-17%	2%	0%	.	-9%	-2%	11%
Cc1ccc(S(=O)(=O)N(C)[C@H]2C[C@H]3c4[nH]c5ccccc5c4CCN3C[C@H]2[C@H](C)O)cc1	7.0%	.	-7%	.	.	i	-16%	-9%	?
COc1ccc(C(=O)COC(=O)c2sc(C)nc2C)cc1OC	0.4%	0%	.	13%	-1%	.	-8%	11%	4%
CCn1c(CC(=O)Nc2ccc(C)cc2)nnc1SCC(=O)Nc1nc(C)cs1	-0.5%	-12%	-9%	-2%	0%	i	-1%	2%	-5%
CCOC(=O)CN(c1ccccn1)S(=O)(=O)c1ccccc1	-0.8%	12%	-18%	-1%	-7%	i	-2%	3%	-24%
Cc1ccc(CN2COc3c(Cl)cc4c(-c5ccccc5)cc(=O)oc4c3C2)cc1	-0.2%	?	5%	.	13%	i	5%	.	23%
Cc1c(-c2ccc(Cl)cc2)[n+](=O)c2c(n1[O-])CCCC2	-0.1%	-13%	-7%	1%	1%	i	-13%	-5%	15%
CCOc1ccc(-c2cccc(NS(=O)(=O)c3ccc(F)cc3F)c2)nn1	-0.7%	.	14%	.	3%	i	-24%	.	?
COc1ccc2[nH]c(C(=O)N/N=C/c3ccccc3OC)cc2c1	0.6%	-15%	.	27%	-2%	i	-9%	-11%	1%
CC(C)C(=O)N[C@@H]1c2ccccc2CC[C@H]1OCc1ccccc1	0.2%	13%	-9%	-56%[inhibitor]	9%	i	-1%	16%	-12%
CCn1cc(C(=O)NCCCN2CCCC(C)C2)c(=O)c2cc(S(=O)(=O)N3CCc4ccccc4C3)ccc21 (configuration not stated)	0.4%	3%	?	3%	-6%	i	-32%	-11%	-29%
CCOC(=O)c1cnc2nc(C)nn2c1N	0.3%	1%	-10%	-2%	5%	i	2%	11%	9%
Cc1c(Br)c([N+](=O)[O-])nn1CC(=O)Nc1cccc2nonc12	-0.5%	0%	7%	-1%	-2%	i	8%	9%	-1%

This is a subset, so the mix of outcomes need not match the whole.
